Screening results as filed in PubChem.
FEN1 inh – human FEN1 inhibition | P39748 | Recombinant FEN1 flap cleavage, fluorescence, 15 min | Potency, µM (top dose mostly 114 µM), for the others: at the highest dose activity change, negative = inhibition, most hits filed as inhibitors | hit rate 0.35% among 390,000 | AID 588795; note: nearly all actives have a fitted effect of over 65% in size
Target sequence (P39748 whole entry, looked up): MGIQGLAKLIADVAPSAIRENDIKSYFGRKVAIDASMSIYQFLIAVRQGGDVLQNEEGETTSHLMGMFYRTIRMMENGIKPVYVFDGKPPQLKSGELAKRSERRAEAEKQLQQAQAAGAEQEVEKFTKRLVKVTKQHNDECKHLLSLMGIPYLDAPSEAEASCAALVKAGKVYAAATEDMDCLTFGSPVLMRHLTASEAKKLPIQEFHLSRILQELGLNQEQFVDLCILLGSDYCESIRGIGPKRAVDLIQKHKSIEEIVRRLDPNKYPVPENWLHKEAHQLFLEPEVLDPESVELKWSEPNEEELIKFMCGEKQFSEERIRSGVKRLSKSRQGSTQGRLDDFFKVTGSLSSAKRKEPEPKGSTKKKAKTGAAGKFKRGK
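FEN1 at 10 nM preincubated with compounds 15 min at room temperature, then flap DNA substrate added at 50 nM final. Signal read at 0 and 15 min; concentration-response fitted with four-parameter Hill equation.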
TDP1 cell CPT – growth inhibition of DT40 Tdp1-/-;hTDP1 cells with camptothecin (screen for TDP1 inhibitors); Potency, µM (titrated, usually from 46.2 µM), inactives show at the highest dose activity change, negative = growth inhibition, hits mostly inhibitors; chicken DT40 Tdp1-/-;hTDP1 cells + 20 nM CPT, ATP luminescence, 48 h; AID 686979; hit rate 12% among 420,000; note: nearly all actives have a fitted effect of over 55% in size
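Cell growth measured by CellTiter-Glo luminescence after a minimum 48 h, 37 C compound exposure with 20 nM CPT in Tdp1-knockout DT40 cells stably expressing hTDP1, seeded 400/well; qHTS titration format.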
N370S GC mod – N370S glucocerebrosidase modulation, Gaucher chaperone candidate; AID 2101; hit rate 0.092% among 330,000; N370S GC spleen homogenate, 4MU-glucoside fluorescence; Potency, µM (titrated, usually from 59.4 µM), for the others: top-dose activity change, negative = inhibition, usual class: inhibitors; P04062;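 note: 0% = full enzyme activity and -100% = no enzyme basal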
* hit, by the source's call; ? = inconclusive; . = no result given; [ ] = dose if it differs, or a comment. Calls come from the whole dose curve; as a rule, active = well fitted curve in the direction sought with a large enough effect; inconclusive = small, poorly fitted or top-dose-only effect, or another doubt; inactive = no such curve, though single readings can be large; an effect the other way counts as inactive or inconclusive. Unless noted, % is set by controls: 0 for no effect and ±100 for the full control effect; potency is the fitted concentration of half-maximal effect.

SMILES	FEN1 inh	TDP1 cell CPT	N370S GC mod
COC(=O)C1Sc2[nH]c(=O)sc2C2c3ccccc3OC(=O)C12 (stereo unspecified)	-10%	-1%	5%
Cc1nccn1CC(O)COc1ccc(Cl)cc1Cl (stereo unspecified)	-3%	?	-5%
CC1=CC(=O)C(C(C)C)=C/C1=N\OC(=O)c1cccc2nc(C)oc12	3%	?	2%
C=CCc1cccc2cc(C(=O)N3CCN(C(=O)c4ccccc4)CC3)c(=O)oc12	5%	-2%	1%
COc1ccc(/C=N/NC(=O)c2cc(O)c(O)c(O)c2)cc1Cn1cc([N+](=O)[O-])cn1	?	-19%	-16%
CN(C)CCCN(C(=O)c1ccc(S(=O)(=O)N(C)C2CCCCC2)cc1)c1nc2ccc(F)cc2s1	?	16µM*	-24%
CCN1CCN(C(=O)c2nn(-c3ccccc3)c(=O)c3ccccc23)CC1	1%	7%	-4%
COc1ccc(-c2ccc(=O)n(Cc3ccccc3)n2)cc1	-16%	?	-7%
COc1ccccc1-c1nc(S(=O)(=O)c2ccc(Cl)cc2)c(N(C)C)o1	10%	-6%	2%
Cc1cc(-c2n[nH]c(=S)n2Cc2ccco2)nn1C	-6%	5%	16%
Cc1cc(C)cc(N(C(=O)C2CCCC2)C2C=CS(=O)(=O)C2)c1 (stereo unspecified)	-3%	4%	2%[12.8 µM]
Cc1ccc(C)c(S(=O)(=O)Nc2cc(SCC(=O)O)c(O)c3ccccc23)c1	56µM*	5.8µM*	-7%
Cn1c(SCc2cccc3ccccc23)nnc1-c1ccco1	-1%	13µM*	5%
CCOC(=O)Cn1c(=O)oc2cc(S(=O)(=O)N3CCN(c4ccccn4)CC3)ccc21	14%	-25%	-6%
O=C(c1ccc(Br)o1)N(c1ccccn1)C1CCCCC1	-2%	?	-20%
CSc1nnc(-c2ccc(O)cc2)n1C	-2%	1%	23%
O=C(NCCCN1CCOCC1)c1cc(-c2ccc(Br)cc2)nc2ccccc12	-10%	?	?
Cc1cc(C(=O)COC(=O)c2ccc(NC(=O)CC#N)cc2)c(C)n1CCc1ccc(F)cc1	-19%	-24%	.
COc1ccc(N(CC(=O)N2CCCC2)S(C)(=O)=O)cc1	-1%	8%	-9%
O=Cc1ccc(-c2ccccc2C(=O)O)o1	0%	4%	-7%
Cc1ccc(CNC(=O)c2c(C)cc(=O)oc2C)cc1	-3%	?	-21%
O=S(=O)(NCCS(=O)(=O)N1CCN(c2ccccc2F)CC1)c1ccc(Cl)cc1	-1%	?	.
COc1cc(/C=N/N2C(=O)CSC2=S)cc(Br)c1O	79µM*	-11%	-6%
COc1ccccc1CNc1cc(-c2ccccc2OC)ncn1	.	4.6µM*	20%
CCc1cccc(NC(=O)Cn2cccc2)c1	-14%	0%	-23%
O=C(COC(=O)CNS(=O)(=O)c1ccc(Br)cc1Cl)NCCc1ccccc1	0%	-12%	-9%
COc1cc2nc(Nc3ccc(C)c(Cl)c3)nc(N)c2cc1OC	?	?	1%
CC(=O)Nc1cccc(C(=O)OCc2ccc([N+](=O)[O-])cc2)c1	-8%	-10%	5%
CCCC(C(=O)NC1CCCC1)N(Cc1cccs1)C(=O)c1snc(C(N)=O)c1N (stereo unspecified)	2%	?	7%
COc1ccc(Cn2c(=O)sc3ccccc32)cc1	-5%	-9%	?

26 neighbouring records already listed, quoted:
SMILES	FEN1 inh	TDP1 cell CPT	N370S GC mod
COc1ccc(/C=N/NC(=O)c2cc(O)c(O)c(O)c2)cc1Cn1cc([N+](=O)[O-])cn1	?	-19%	-16%
CN(C)CCCN(C(=O)c1ccc(S(=O)(=O)N(C)C2CCCCC2)cc1)c1nc2ccc(F)cc2s1	?	16µM*	-24%
CCN1CCN(C(=O)c2nn(-c3ccccc3)c(=O)c3ccccc23)CC1	1%	7%	-4%
COc1ccc(-c2ccc(=O)n(Cc3ccccc3)n2)cc1	-16%	?	-7%
COc1ccccc1-c1nc(S(=O)(=O)c2ccc(Cl)cc2)c(N(C)C)o1	10%	-6%	2%
Cc1cc(-c2n[nH]c(=S)n2Cc2ccco2)nn1C	-6%	5%	16%
Cc1cc(C)cc(N(C(=O)C2CCCC2)C2C=CS(=O)(=O)C2)c1 (stereo unspecified)	-3%	4%	2%[12.8 µM]
Cc1ccc(C)c(S(=O)(=O)Nc2cc(SCC(=O)O)c(O)c3ccccc23)c1	56µM*	5.8µM*	-7%
Cn1c(SCc2cccc3ccccc23)nnc1-c1ccco1	-1%	13µM*	5%
CCOC(=O)Cn1c(=O)oc2cc(S(=O)(=O)N3CCN(c4ccccn4)CC3)ccc21	14%	-25%	-6%
O=C(c1ccc(Br)o1)N(c1ccccn1)C1CCCCC1	-2%	?	-20%
CSc1nnc(-c2ccc(O)cc2)n1C	-2%	1%	23%
O=C(NCCCN1CCOCC1)c1cc(-c2ccc(Br)cc2)nc2ccccc12	-10%	?	?
Cc1cc(C(=O)COC(=O)c2ccc(NC(=O)CC#N)cc2)c(C)n1CCc1ccc(F)cc1	-19%	-24%	.
COc1ccc(N(CC(=O)N2CCCC2)S(C)(=O)=O)cc1	-1%	8%	-9%
O=Cc1ccc(-c2ccccc2C(=O)O)o1	0%	4%	-7%
Cc1ccc(CNC(=O)c2c(C)cc(=O)oc2C)cc1	-3%	?	-21%
O=S(=O)(NCCS(=O)(=O)N1CCN(c2ccccc2F)CC1)c1ccc(Cl)cc1	-1%	?	.
COc1cc(/C=N/N2C(=O)CSC2=S)cc(Br)c1O	79µM*	-11%	-6%
COc1ccccc1CNc1cc(-c2ccccc2OC)ncn1	.	4.6µM*	20%
CCc1cccc(NC(=O)Cn2cccc2)c1	-14%	0%	-23%
O=C(COC(=O)CNS(=O)(=O)c1ccc(Br)cc1Cl)NCCc1ccccc1	0%	-12%	-9%
COc1cc2nc(Nc3ccc(C)c(Cl)c3)nc(N)c2cc1OC	?	?	1%
CC(=O)Nc1cccc(C(=O)OCc2ccc([N+](=O)[O-])cc2)c1	-8%	-10%	5%
CCCC(C(=O)NC1CCCC1)N(Cc1cccs1)C(=O)c1snc(C(N)=O)c1N (stereo unspecified)	2%	?	7%
COc1ccc(Cn2c(=O)sc3ccccc32)cc1	-5%	-9%	?

(list continues)
SMILES	FEN1 inh	TDP1 cell CPT	N370S GC mod
COc1ccccc1C(=O)n1nc(-c2ccccc2)nc1NCc1ccco1	-2%	-4%	-16%
COc1ccc(-c2nc(SCc3ccc(C#N)cc3)[nH]c(=O)c2C#N)cc1	-6%	-2%	-1%
O=C(CN1C(=O)C2(SCC(=O)N2c2ccc(F)cc2)c2ccccc21)NC1CCCCC1 (stereo unspecified)	15%	-23%	.
O=C(N/N=C\c1cc(Cl)ccc1O)c1ccc(S(=O)(=O)N2CCCCC2)cc1	-3%	0.65µM*	-4%
Cc1cccc(C(=O)c2c(N)sc3c2CCC(C)C3)c1 (stereo unspecified)	11%	?	12%
Cc1ccc(-n2c(=O)c3ccc(C(=O)NCc4ccco4)cc3n(CC(=O)Nc3ccc(C)c(F)c3)c2=O)cc1	0%	?	.
CC=Cc1cc(OC)c2c(c1)C(C)C(c1ccc(O)c(OC)c1)O2 (stereo unspecified)	-19%	?	.
Cc1c(/C=C(\CC(=O)O)c2nc3ccccc3s2)cc(C#N)n1C	-6%	?	-1%
CN(C)c1ncc2nc(-c3cccc(C#N)c3)c(=O)n(C)c2n1	.	-4%	7%
CC(NS(=O)(=O)OCC(Cl)(Cl)Cl)c1ccc(C(C)(C)C)cc1 (stereo unspecified)	-18%	16µM*	14%
O=C(NC1C2CC3CC(C2)CC1C3)C1CCCCC1 (stereo unspecified)	5%	3%	0%
CCOc1ccc2nc(SCC(=O)N3CCCCCC3)c(C#N)cc2c1	5%	?	8%
Cc1ccc(OCC(=O)Nc2ccc3nc(SCC(=O)N(C)c4ccccc4)sc3c2)cc1	-2%	?	.
N#C/C(=C\c1ccc(Cl)cc1)C(=O)Nc1cccnc1	-3%	-1%	-27%
CC(=O)Nc1ccc(NC(=O)C2CCN(c3c(Cc4ccccc4)c(C)nc4ncnn34)CC2)cc1	-9%	?	.
CC(C)CN1CCN=C1Nc1ccccc1	-4%	-10%	-8%
COc1ccc(CNC(=O)c2cnn(-c3ccc(OC)cc3)c2C2CCN(C(=O)OC(C)(C)C)CC2)cc1	6%	?	.
CCn1c(C)cc(C(=O)CN2C(=O)c3ccccc3S2(=O)=O)c1C	-4%	3%	.
CCOc1ccc(NC(=O)c2cnc3ccccn3c2=O)cc1	-6%	0%	.
CCOC(=O)C1CCN(S(=O)(=O)c2ccc3[nH]c4c(c3c2)CCCC4)CC1	-4%	?	-10%
Cc1ccc(C(=O)NCCc2ccc(S(N)(=O)=O)cc2)cc1-n1cnc2cccnc21	20%	-23%	.
COc1ccc(C)cc1NC(=O)CSc1nnc(CC(=O)Nc2ccccc2C)n1C	-5%	-5%	5%
COc1ccccc1CNC(=O)C1CC(c2ccccc2F)=NO1 (stereo unspecified)	16%	-18%	-3%
CC(C)Cn1c(N)c(C(=O)COC(=O)c2cnccn2)c(=O)n(C)c1=O	1%	?	2%
CC(C)N(C(=O)CS(=O)(=O)c1ccc(Cl)c(Cl)c1)C(C)C	-1%	-17%	-13%
CCOc1ccccc1NS(=O)(=O)c1csc(C(N)=O)c1	4%	0%	-17%
COc1ccc(/C=C/C2=CCN(Cc3ccc(OC)cc3)CC2)cc1	-4%	-27%	-3%
COc1ccc(NS(=O)(=O)c2c(C)cc(C)cc2C)cc1	-23%	?	-17%
Cc1ccccc1N1C(=O)C(Oc2ccc(Cl)cc2)C1CNCCCOC(C)C (stereo unspecified)	-18%	?	-9%
O=C(CN1CCN(c2ccc(Cl)cc2)CC1)Nc1ccc(Cl)c(C(F)(F)F)c1	4%	?	.
COc1cc(/C=N/NC(=O)c2cccc(NC(=O)c3ccccc3C)c2)ccc1O	-25%	17%	-19%
CC1CCCN(Cc2nc3c(c(=O)n(C)c(=O)n3C)n2Cc2ccc(Cl)cc2)C1 (stereo unspecified)	-2%	-10%	.
COc1ccc(NC(=O)CSc2nc3ccccc3c(=O)n2CCCN2CCC(C)CC2)c(OC)c1	-15%	-8%	0%
COc1ccc(C2C(C(=O)N3CCN(c4ccccn4)CC3)CC(=O)N2c2ccc(OC)cc2)cc1 (stereo unspecified)	11%	?	-10%
CC(C)CCn1c(=O)c2sccc2n2c(CCCC(=O)NCc3ccc(F)cc3)nnc12	21%	18µM*	.
CCOC(=O)c1cnc(SC)nc1Sc1ccc(Cl)cc1Cl	-2%	-27%	12%
CCOC(=O)c1cnc2ccc(C(=O)OC)cc2c1NCCCN1CCOCC1	-6%	?	-13%
CCOc1ccc(N(CC(=O)Nc2ccc(C)cc2C)S(C)(=O)=O)cc1	14%	-25%	-15%
COc1ccc(CCNC(=O)CCSCc2ccccc2F)cc1OC	16%	-5%	-8%
COc1ccc(OCCSc2ncc(CO)n2C)cc1	-2%	-24%	-4%
O=C(Nc1ccc(F)cc1)c1ccc2nc[nH]c2c1	12%	-24%	-7%
CN1CCC(N(C)S(=O)(=O)c2ccc(NC(=O)c3ccc(S(=O)(=O)N(C)C)cc3)cc2)CC1	4%	0%	.
COc1cccc(N2CCN(C(=S)Nc3cc(C)cc(C)c3)CC2)c1	-1%	6.5µM*	3%
COc1ccc(C(=O)Nc2cccc(-c3cn4ccsc4n3)c2)c(OC)c1	-20%	5.2µM*	.
CN1CCC(OC(=O)Cc2ccc(Cl)cc2)CC1	-17%	2%	1%
CCC(C)(C)c1nnc(NC(=O)C2CC(=O)N(CCc3ccc(F)cc3)C2)s1 (stereo unspecified)	0%	2%	0%
CC(=O)Nc1ccc(S(=O)(=O)N2CCC(c3nc4ccc(C)cc4[nH]3)CC2)cc1	-2%	?	3%

An excerpt; rates above refer to the full screens.
